Source: PubChem BioAssay (several laboratories)
Vc quorum ag = inducers of Vibrio cholerae quorum light production without autoinducers; activation, % at 18.7 µM; 350,000 tested, 0.16% active; V. cholerae BH1578 lux reporter, luminescence, 6 h; AID 588436; in the data active means activation mostly above about 9.7%, no sharp cut-off; further: not every result past the cut was called active; inactives centre near 0; reference of the scale not given here
SSB-PriA inh = blocks PriA binding to SSB C-terminal tail. AlphaScreen SSBct-PriA binding, biotinylated peptide. inhibition, % at 33 µM. 430,000 tested, 0.6% active; in the data active means inhibition mostly above about 37%, no sharp cut-off; inactive means mostly below about 20%;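 further: plate controls were negative control peptide for no effect and reference peptide for full effect; strong numbers were not always called active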
UGM FP inh = inhibitors of M. tuberculosis UDP-galactopyranose mutase | P9WIQ1 | purified UGM, fluorescence polarization probe displacement | inhibition, % at 10 µM | 320,000 tested, 0.06% active; in the data active means inhibition above about 10%, passing the limit was not always enough
3CLpro inhibitor = SARS-CoV 3CLpro protease inhibition; P0C6X7; recombinant SARS-CoV 3CLpro, quenched FRET peptide cleavage; inhibition, % at 6 µM; 290,000 tested, 0.14% active; in the data active means inhibition above about 12%
MazEF act = MazEF (E. coli) toxin RNase activation; P0AE70; FAM/BHQ RNA-DNA oligo cleavage fluorescence, 5 h; activation, % at 20 µM; 350,000 tested, 0.32% active; AID 504720; in the data active means activation above about 50%
Target sequence (P0AE70 whole entry, looked up): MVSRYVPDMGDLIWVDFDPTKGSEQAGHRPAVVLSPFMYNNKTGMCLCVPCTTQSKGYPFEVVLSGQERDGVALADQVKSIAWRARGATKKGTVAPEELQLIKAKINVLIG
GDH-TPI counter = inhibits GDH-TPI coupling enzymes, artifact for Mtb FBA screen; GDH-TPI coupled enzyme counterscreen, NADH absorbance; inhibition, % at 4.8 µM; 360,000 tested, 1.2% active; in the data active means inhibition above about 30%;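 further: 0% = DMSO wells and 100% = wells lacking the enzyme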
Rv3671c inh = inhibitors of M. tuberculosis serine protease Rv3671c. inhibition, % at 5.96 µM. 320,000 tested, 0.048% active. AID 2606; in the data active means inhibition above about 38%;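 further: extracellular domain of Rv3671c used as enzyme; 0% = enzyme with DMSO and 100% = no enzyme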
Target sequence (P9WHR9 whole entry, looked up, the tested form may be a part): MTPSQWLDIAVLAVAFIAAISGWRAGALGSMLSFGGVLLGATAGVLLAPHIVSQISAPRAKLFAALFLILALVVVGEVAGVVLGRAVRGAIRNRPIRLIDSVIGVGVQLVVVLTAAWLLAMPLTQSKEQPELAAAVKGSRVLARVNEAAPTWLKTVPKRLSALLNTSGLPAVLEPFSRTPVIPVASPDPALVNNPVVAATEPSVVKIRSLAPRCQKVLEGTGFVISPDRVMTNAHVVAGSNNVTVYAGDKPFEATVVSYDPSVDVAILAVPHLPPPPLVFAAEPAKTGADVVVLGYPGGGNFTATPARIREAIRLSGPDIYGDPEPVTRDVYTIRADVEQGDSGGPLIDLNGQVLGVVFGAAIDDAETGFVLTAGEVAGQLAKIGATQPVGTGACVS
DUSP3 inh = inhibitors of human VHR1 phosphatase (DUSP3). recombinant VHR phosphatase, pNPP absorbance. inhibition, % at 13.3 µM. 290,000 tested, 0.52% active. AID 1654; in the data active means inhibition above about 50%; further: some compounds called inactive have numbers as strong as hits
Target sequence (P51452 whole entry, looked up): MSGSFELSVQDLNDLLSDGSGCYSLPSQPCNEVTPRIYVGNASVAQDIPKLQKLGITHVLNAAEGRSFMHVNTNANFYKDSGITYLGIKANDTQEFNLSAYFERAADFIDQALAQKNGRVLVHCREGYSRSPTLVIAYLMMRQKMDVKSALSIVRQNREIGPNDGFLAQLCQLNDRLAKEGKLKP
Mtb FBA inh = Mtb fructose-bisphosphate aldolase inhibition. P9WQA3. purified M. tuberculosis FBA, fluorescence read-out. inhibition, % at 1 µM. 360,000 tested, 2.3% active; in the data active means inhibition above about 27%;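 further: 0% = vehicle and 100% = reference inhibitor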
Target sequence (P9WQA3 whole entry, looked up): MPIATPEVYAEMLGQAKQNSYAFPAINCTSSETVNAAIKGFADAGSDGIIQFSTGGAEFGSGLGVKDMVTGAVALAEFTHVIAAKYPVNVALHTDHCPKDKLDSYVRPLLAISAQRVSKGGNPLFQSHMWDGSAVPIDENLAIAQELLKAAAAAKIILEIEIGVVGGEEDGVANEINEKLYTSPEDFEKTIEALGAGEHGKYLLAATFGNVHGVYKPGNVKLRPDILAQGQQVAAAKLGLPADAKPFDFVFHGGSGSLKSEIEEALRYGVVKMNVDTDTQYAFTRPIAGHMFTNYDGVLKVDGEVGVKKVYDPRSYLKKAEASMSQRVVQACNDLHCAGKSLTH
BioA inh = BioA (M. tuberculosis) enzyme inhibition. inhibition, % at 9.99 µM. purified M. tuberculosis BioA enzyme, plate reader. 360,000 tested, 0.096% active. AID 602481; in the data active means inhibition above about 40%
An asterisk follows results filed as active; i = inactive; x = not tested or not shown; & = joins results of further samples; ! = repeats disagree. An excerpt; the hit share may differ from the screen's.

#1 CCOC(=O)Cn1c(=O)oc2cc(S(=O)(=O)NC3CCCc4ccccc43)ccc21 (configuration not stated)
#2 COc1ccc(C(C)(O)c2nc(-c3ccc(N(C)C)cc3)cs2)cc1 (configuration not stated)
#3 CC(=O)Nc1cccc(-c2cnc3ccccc3n2)c1
#4 C[C@]12CC[C@H](OS(=O)(=O)O)CC1=CC[C@@H]1[C@@H]2CC[C@]2(C)C(=O)CC[C@@H]12
#5 COCC(=O)Nc1cc(OC)cc(OC)c1
#6 COc1ccc(OCC(=O)OCC(=O)NCC2CCCCC2)cc1

Assay by compound	1	2	3	4	5	6
Vc quorum ag	-0.1	-0.6	i	0.3&-0.4&-0.7	-0.4	i
SSB-PriA inh	-6	x	0	4	-5	-7
UGM FP inh	6.7	x	2.7	-1.5&-3.0	-0.2	-0.2
3CLpro inhibitor	1	x	-2	x	1	x
MazEF act	12	x	-6	1&5&7	-3	9
GDH-TPI counter	-19	14	13	3&3&-2	1	8
Rv3671c inh	-12	x	1	-4&2	-6	-6
DUSP3 inh	-18	x	-6	x	0	x
Mtb FBA inh	1	3	1	0&0&-3	8	1
BioA inh	1.1	-2.0	3.3	5.6&0.7&0.6	-0.2	x

#7 CCOc1ccc(NC(=O)NCc2ccc3c(c2)OCO3)cc1
#8 CC(=O)Nc1ccc(NC(=O)CSc2ccc3nnc(CCNS(=O)(=O)c4ccc(C)cc4)n3n2)cc1
#9 CS(=O)(=O)N1CCN(c2nc3ccc(Cl)cc3s2)CC1
#10 Cc1cc(C(=O)N2CCN(c3ccccn3)CC2)c(C)o1
#11 C=C(C)CN(CC)C(=O)Cn1cnc2c(oc3ccccc32)c1=O
#12 Nc1c(C(=O)c2cccs2)sc2nsc(SCCN3CCCCC3)c12

Assay by compound	7	8	9	10	11	12
Vc quorum ag	-1.4	-3.7	-0.4	-0.3	-0.7	i
SSB-PriA inh	12	6	1	-20	-2	-14
UGM FP inh	-1.3	6.2	0.7	2.5	0.6	0.1
3CLpro inhibitor	-1	2	-5	-11	4	-1
MazEF act	6	3	3	-8	-2	790*
GDH-TPI counter	-1	7	2	-6	6	3
Rv3671c inh	5	8	-1	-5	x	-7
DUSP3 inh	19	-17	6	-2	13	-7
Mtb FBA inh	1	3	3	9	1	-6
BioA inh	-0.6	-1.7	x	-0.3	-0.9	-4.0

#13 CCOC(=O)CSC1=Nc2ccccc2C2=NC(CC(=O)NCc3ccc4c(c3)OCO4)C(=O)N12 (configuration not stated)
#14 CCOC(=O)C1C2C=CC3(CN(c4ccccc4CC)C(=O)C13)O2 (configuration not stated)
#15 NC(=O)c1cnn(-c2cccc(Cl)c2)c1N
#16 Cc1cccc2nc(CSc3nc4ccc([N+](=O)[O-])cc4[nH]3)c(Br)n12
#17 Cc1ccc2nsnc2c1S(=O)(=O)N1CCN(C)CC1
#18 O=C(CN(Cc1ccc(F)cc1)C(=O)CCC(=O)Nc1nccs1)NCc1ccc(F)cc1

Assay by compound	13	14	15	16	17	18
Vc quorum ag	0.8	1.0	-0.2	-0.3	-0.2	-0.2
SSB-PriA inh	-8	-4	-5&16&-20	-2	7	-5
UGM FP inh	-3.6	1.7	-0.2	-0.7	1.7	-0.2
3CLpro inhibitor	2	1	-1	-2	4	-3
MazEF act	10	-1	-3	-3	-2	-2
GDH-TPI counter	16	2	-4	27	3	1
Rv3671c inh	8	-1	3	-4	7	2
DUSP3 inh	10	x	18	17	-5	15
Mtb FBA inh	4	-1	3	2	-6	2
BioA inh	0.4	1.1	x	5.5	-1.7	-3.3

#19 Cc1ccc(C(=O)CCC(=O)OCC(=O)NNC(=O)c2ccc([N+](=O)[O-])cc2)cc1
#20 O=Cc1ccc(-c2cccc(C(=O)O)c2)o1
#21 CCc1ccc2nc(N(CCCN(C)C)C(=O)c3ccc(C(=O)c4ccccc4)cc3)sc2c1
#22 CN(Cc1ccccc1)c1nc2c(c(=O)[nH]c(=O)n2C)n1CCSc1nc2ccccc2[nH]1
#23 CCN(C(=O)COc1cccc(-n2cnnn2)c1)C1CCS(=O)(=O)C1 (configuration not stated)
#24 COc1ccc(N2CCN(C(=O)C3Cc4ccccc4CN3C(=O)c3ccco3)CC2)cc1 (configuration not stated)

Assay by compound	19	20	21	22	23	24
Vc quorum ag	i	i	i	7.1	i	-2.5
SSB-PriA inh	-14	-9	47*!	4	-5	3
UGM FP inh	4.6	-3.8	-1.4	-2.2	-1.9	-1.7
3CLpro inhibitor	x	5	-1	3	x	x
MazEF act	-15	7	7	11	0	3
GDH-TPI counter	14	25	-3	-1	8	5
Rv3671c inh	-2	9	-3	0	-2	-4
DUSP3 inh	x	17	26	14	x	x
Mtb FBA inh	4	2	3	5	4	2
BioA inh	-2.7	-1.3	-0.6	5.7	-0.5	0.4

#25 Cc1c(NC(=O)C2(c3ccc(Cl)cc3)CCCC2)c(=O)n(-c2ccccc2)n1C
#26 CC(Cc1ccccc1)NCC(=O)Nc1cc(N(C)C)nc2ccccc12 (configuration not stated)
#27 Cc1c(C(=O)NCc2c(F)cc(F)cc2F)oc2ccc(S(=O)(=O)N3CCOCC3)cc12
#28 N#Cc1nc(COc2cccc(Cl)c2)oc1N1CCCC1
#29 O=C(N/N=C/c1ccc2c(c1)OCCO2)c1ccncc1
#30 O=C(CC(Cc1ccccc1)C(=O)O)Nc1ccc(F)cc1 (configuration not stated)

Assay by compound	25	26	27	28	29	30
Vc quorum ag	-0.6	i	-0.3	-0.1	-0.7	i
SSB-PriA inh	-4	4	1	38	i	-4
UGM FP inh	1.5	2.7	-3.8	-0.1	-0.8	1.8
3CLpro inhibitor	-1	-2	9	6	-1	-1
MazEF act	2	17	0	10	2	-18
GDH-TPI counter	-9	21	-5	-6	3	-7
Rv3671c inh	-6	0	3	4	8	3
DUSP3 inh	23	7	34	38	9	15
Mtb FBA inh	-1	16	-1	1	-1	-2
BioA inh	1.3	1.6	3.9	1.2	-1.3	0.1

#31 CCOC(=O)[C@H]1[C@H]2COc3ccc(Br)cc3[C@@H]2N2C(=O)CN(Cc3ccc(Cl)cc3)C(=O)[C@@]12C
#32 CSc1nc2ccccc2cc1/C=C(\C#N)c1cccc(C)c1
#33 COc1cccc(CNC(=O)Cn2c(=O)oc3ccccc32)c1OC
#34 CCOC(=O)C1=C(N)N2C(=O)CSC2=C(C(=O)OC)C1
#35 O=C(NNc1cccc(Cl)n1)C1CC1
#36 Cc1ccc(S(=O)(=O)CCC(=O)NCCN2C(=O)S/C(=C/c3ccc(F)cc3)C2=O)cc1

Assay by compound	31	32	33	34	35	36
Vc quorum ag	2.4	0.7	-0.2	60*	-0.6	i
SSB-PriA inh	7	-24	-6	-1	-1	-10
UGM FP inh	-0.6	-1.0	-3.4	2.1	-2.6	2.4
3CLpro inhibitor	x	5	2	-1	0	4
MazEF act	-1	-4	7	-4	1	-4
GDH-TPI counter	-6	19	3	-4	3	23
Rv3671c inh	0	-3	0	1	0	-5
DUSP3 inh	x	0	24	22	2	47
Mtb FBA inh	1	3	-3	9	1	-1
BioA inh	-0.5	0.0	-1.2	-0.3	-0.3	x

#37 O=C1CCCN1CCC12CC3CC(CC(C3)C1)C2
#38 Cc1cccc(S(=O)(=O)c2c(N)n(/N=C/c3ccco3)c3nc4ccccc4nc23)c1
#39 Cc1cc(NC(=O)c2ccccc2F)n(C(C)(C)C)n1
#40 Cc1ncc(CN2CCN(CCc3ccccc3)C(CCO)C2)s1 (configuration not stated)
#41 CCOC(=O)c1cc2sc(C)cc2n1CC(=O)NCc1ccc(F)cc1
#42 CC1CCCC(C)N1C(=O)COC(=O)c1c[nH]c2ccccc12 (configuration not stated)

Assay by compound	37	38	39	40	41	42
Vc quorum ag	-0.4	i	i	i	i	-2.0
SSB-PriA inh	-2	x	-13	-9	-2	-4
UGM FP inh	-1.7	-1.7	3.6	-2.0	-0.9	0.7
3CLpro inhibitor	4	5	0	1	-1	x
MazEF act	6	4	1	2	-7	-1
GDH-TPI counter	9	25	-7	8	8	2
Rv3671c inh	2	-4	5	2	1	9
DUSP3 inh	3	17	6	26	3	x
Mtb FBA inh	-1	12	1	6	-1	-2
BioA inh	-0.9	-1.8	-0.1	-3.9	-1.2	0.7

#43 O=C(COC(=O)/C=C/c1cccc(F)c1)Nc1cccc(S(=O)(=O)NC2=NCCCCC2)c1
#44 CC(=O)c1ccc(NC(=O)CCNC(=O)c2ccc(Cl)cc2)cc1
#45 COc1cccc(C(=O)C2CCCN(Cc3cccc(OCCO)c3)C2)c1 (configuration not stated)
#46 CC(=O)N1CCc2cc(Br)cc(S(=O)(=O)NCCCN3CCC(C)CC3)c21
#47 CC1(C(=O)NS(=O)(=O)c2cccs2)CCN1C(=O)c1ccccc1 (configuration not stated)
#48 CCN(CC)C(=O)[C@H]1CC(CC(=O)NC(C)(C)C)C(=O)N2CCc3c([nH]c4ccc(OC)cc34)[C@]12C (some centres not stated)

Assay by compound	43	44	45	46	47	48
Vc quorum ag	i	i	0.8	7.7	i	-0.9
SSB-PriA inh	-11	-2	5	-12	x	3
UGM FP inh	-0.4	0.0	1.0	0.5	x	x
3CLpro inhibitor	x	-3	-4	4	x	x
MazEF act	0	3	-1	1	x	8
GDH-TPI counter	3	3	14	6	15	14
Rv3671c inh	-4	-9	2	-2	x	x
DUSP3 inh	x	x	-10	34	x	x
Mtb FBA inh	1	2	3	3	2	5
BioA inh	-0.3	1.5	-0.6	-2.0	-0.5	1.3

#49 CCCCNC(=O)c1oc2ccc(S(=O)(=O)N3CCCC3)cc2c1C
#50 O=C1C(Cl)=C(NCCN2CCOCC2)C(=O)c2ccccc21
#51 CC(=O)Nc1ccc(Sc2ccccc2C(=O)O)cc1
#52 CCCC(=O)Nc1c2c(nn1-c1ccc(OC)cc1)CS(=O)(=O)C2
#53 CS(=O)(=O)N1N=C(c2ccco2)CC1c1ccc(Br)cc1 (configuration not stated)

Assay by compound	49	50	51	52	53
Vc quorum ag	i	-0.4	-0.2	-0.2	-0.3
SSB-PriA inh	-5	-8	1	-10	-17
UGM FP inh	-3.0	-0.4	2.5	-1.8	0.0
3CLpro inhibitor	2	1	-2	-3	1
MazEF act	8	10	-2	4	3
GDH-TPI counter	1	3	12	-10	13
Rv3671c inh	2	-15	12	5	-5
DUSP3 inh	11	22	17	0	-6
Mtb FBA inh	-4	-2	2	0	-2
BioA inh	0.5	4.4	x	3.9	x

Numbers 46–53, quoted:
#46 CC(=O)N1CCc2cc(Br)cc(S(=O)(=O)NCCCN3CCC(C)CC3)c21
#47 CC1(C(=O)NS(=O)(=O)c2cccs2)CCN1C(=O)c1ccccc1 (configuration not stated)
#48 CCN(CC)C(=O)[C@H]1CC(CC(=O)NC(C)(C)C)C(=O)N2CCc3c([nH]c4ccc(OC)cc34)[C@]12C (some centres not stated)
#49 CCCCNC(=O)c1oc2ccc(S(=O)(=O)N3CCCC3)cc2c1C
#50 O=C1C(Cl)=C(NCCN2CCOCC2)C(=O)c2ccccc21
#51 CC(=O)Nc1ccc(Sc2ccccc2C(=O)O)cc1
#52 CCCC(=O)Nc1c2c(nn1-c1ccc(OC)cc1)CS(=O)(=O)C2
#53 CS(=O)(=O)N1N=C(c2ccco2)CC1c1ccc(Br)cc1 (configuration not stated)

Assay by compound	46	47	48	49	50	51	52	53
Vc quorum ag	7.7	i	-0.9	i	-0.4	-0.2	-0.2	-0.3
SSB-PriA inh	-12	x	3	-5	-8	1	-10	-17
UGM FP inh	0.5	x	x	-3.0	-0.4	2.5	-1.8	0.0
3CLpro inhibitor	4	x	x	2	1	-2	-3	1
MazEF act	1	x	8	8	10	-2	4	3
GDH-TPI counter	6	15	14	1	3	12	-10	13
Rv3671c inh	-2	x	x	2	-15	12	5	-5
DUSP3 inh	34	x	x	11	22	17	0	-6
Mtb FBA inh	3	2	5	-4	-2	2	0	-2
BioA inh	-2.0	-0.5	1.3	0.5	4.4	x	3.9	x
